NCI-60 one-dose screen, 48 h, at 10 µM unless noted. Numbers give growth in % (100 = growth as untreated, 0 = no growth, -100 = all killed).
A549/ATCC: A549/ATCC NSCLC; 81,000 compounds, 3.7% hits; AID 1794740
SK-MEL-28: SK-MEL-28 melanoma; 81,000 compounds, 4.1% hits; AID 1794761
UACC-257: UACC-257 melanoma; 78,000 compounds, 4.4% hits
M14: M14 melanoma; AID 1794745; 80,000 compounds, 6.2% hits
MDA-MB-435: MDA-MB-435 melanoma | 82,000 compounds, 7.8% hits
UACC-62: UACC-62 melanoma; 81,000 compounds, 5.4% hits
SK-MEL-5: SK-MEL-5 melanoma; 80,000 compounds, 6.4% hits; AID 1794755
SK-MEL-2: SK-MEL-2 melanoma; 77,000 compounds, 4.7% hits; AID 1794763
* marks the source's active call; other numbers are inactive results; . = no result given; & = joins results of further samples. How the source made its calls: active means growth percent below 10; inactive means the rest. A portion of the library (hit frequency here may not be typical).

The first seven records, ahead of the listing:
SMILES	A549/ATCC	SK-MEL-28	UACC-257	M14	MDA-MB-435	UACC-62	SK-MEL-5	SK-MEL-2
C[C@]12CC(C(O)C(F)(F)F)C(=O)C[C@@H]1CC[C@@H]1[C@@H]2CC[C@]2(C)[C@@H](O)CC[C@@H]12 (stereo partly specified)	100.7	110.9	106.3	99.6	104.1	80.7	93.4	94.4
Cc1ccc(C(=O)NCCCOc2ccc(N3C(N)=NC(N)=NC3(C)C)cc2Cl)cc1S(=O)(=O)F	77.5	103.7	.	76.7	73.1	30.1	32.9	70.1
O=C(O)c1ccccc1C(=O)O (tested in a mixture with another compound)	95.8	104.1	95.9	100.3	106.1	102.3	101.7	110.3
CCOC(=O)C(C)(C)Br	105.4	110.6	108.1	100.8	105.8	107.6	89.8	106.0
ClCCN(CCCl)c1ccc(-n2cnc3c(Cl)ncnc32)cc1	85.2	-10.5*	49.7	33.3	46.9	31.5	86.3	69.0
O=C(/C=C/C(=O)OCC(Cl)(Cl)Cl)OCC(Cl)(Cl)Cl	105.8	109.0	96.7	104.6	118.5	98.2	108.3	114.4
CC1(C)N=C(N)N=C(N)N1c1ccc(OCCCNC(=O)Nc2ccc(S(=O)(=O)F)cc2)c(Cl)c1	18.0	54.2	26.4	35.3	31.5	23.7	29.0	53.3

All compounds of this part (from the top)
SMILES	A549/ATCC	SK-MEL-28	UACC-257	M14	MDA-MB-435	UACC-62	SK-MEL-5	SK-MEL-2
C[C@]12CC(C(O)C(F)(F)F)C(=O)C[C@@H]1CC[C@@H]1[C@@H]2CC[C@]2(C)[C@@H](O)CC[C@@H]12 (stereo partly specified)	100.7	110.9	106.3	99.6	104.1	80.7	93.4	94.4
Cc1ccc(C(=O)NCCCOc2ccc(N3C(N)=NC(N)=NC3(C)C)cc2Cl)cc1S(=O)(=O)F	77.5	103.7	.	76.7	73.1	30.1	32.9	70.1
O=C(O)c1ccccc1C(=O)O (tested in a mixture with another compound)	95.8	104.1	95.9	100.3	106.1	102.3	101.7	110.3
CCOC(=O)C(C)(C)Br	105.4	110.6	108.1	100.8	105.8	107.6	89.8	106.0
ClCCN(CCCl)c1ccc(-n2cnc3c(Cl)ncnc32)cc1	85.2	-10.5*	49.7	33.3	46.9	31.5	86.3	69.0
O=C(/C=C/C(=O)OCC(Cl)(Cl)Cl)OCC(Cl)(Cl)Cl	105.8	109.0	96.7	104.6	118.5	98.2	108.3	114.4
CC1(C)N=C(N)N=C(N)N1c1ccc(OCCCNC(=O)Nc2ccc(S(=O)(=O)F)cc2)c(Cl)c1	18.0	54.2	26.4	35.3	31.5	23.7	29.0	53.3
CCN(CC)CCO/N=C1\CC2C3CCC(=O)C3(C)CCC2C2(C)CCC(=O)C=C12 (stereo unspecified)	101.0	108.2	116.3	101.8	88.5	105.1	100.2	105.4
OCCNC(Cc1ccccc1)c1ccccc1O (stereo unspecified)	80.1	80.8	91.1	95.0	108.5	92.7	100.4	67.5
O=C(O)c1ccc(N2CC2)cc1O	98.4	122.1	100.1	104.7	110.5	110.7	105.4	97.8
COC(=O)[C@@H](NC(=O)c1cn(Cc2ccccc2)c2ccccc12)C(C)C	96.7	105.0	98.6	96.3	99.8	89.0	.	90.5
FC(F)=C(F)c1ccccc1	107.9	101.9	116.2	96.7	104.1	107.2	105.3	98.5
CC(C)OP(=S)(S)OC(C)C	99.4	106.3	105.0	115.7	102.2	112.3	.	116.7
Nc1ccc([N+](=O)[O-])cc1Cl	100.8	100.6	92.6	119.5	114.3	98.1	92.4	118.2
N#CC(C#N)=Cc1ccc(Cl)cc1Cl	99.9	102.1	103.1	95.7	92.0	94.1	101.2	95.6
COc1cc(C2=NN(c3cc(Cl)cc(Cl)c3)C(c3sc(N(CCCl)CCCl)nc3Cl)C2)cc(OC)c1OC (stereo unspecified)	67.4	93.9	90.2	84.0	89.2	42.5	95.7	93.2
CC(C(O)c1ccccc1)N(Cc1ccccc1)Cc1ccccc1 (stereo unspecified)	83.7	113.1	.	95.7	103.1	86.5	95.1	91.7
CN(C)C(=O)Oc1cc(OC(=O)N(C)C)cc(C(O)CNC(C)(C)C)c1 (stereo unspecified)	104.8	105.0	106.8	107.2	111.6	.	.	121.7
O=C(O)CSCC(=O)O	114.1	103.8	119.5	97.8	97.5	110.8	98.6	127.9
Nc1cccc(CCCCc2cccc(S(=O)(=O)F)c2)c1	96.9	107.2	104.3	109.1	96.1	98.1	103.9	113.1
COc1ccc2nc(-n3nc(C)c4c3NC(=O)CSC4c3ccc4c(c3)OCO4)sc2c1 (stereo unspecified)	84.2	122.0	98.8	.	109.1	81.9	79.4	75.4
CC(C)(C)C(=O)OCOP(=O)(OCOC(=O)C(C)(C)C)C1CCCN(O)C1=O (stereo unspecified)	10.8	-23.8*	18.9	26.6	36.6	.	-13.5*	24.9
O[C@@]12C[C@@H]([C@H]3CO[C@@H]1O3)n1nnnc1N2	113.7	100.4	120.6	95.4	98.4	105.8	102.1	107.5
CC12CCC3C(CCC4CC(O)CCC43C)C1CCC2=O (stereo unspecified)	94.2	188.9	-10.3*	98.8	97.7	98.9	101.0	91.7
COC(=O)Cc1ccccc1	108.4	97.6	108.2	108.6	.	105.0	120.8	.
SMILES	A549/ATCC	SK-MEL-28	UACC-257	M14	MDA-MB-435	UACC-62	SK-MEL-5	SK-MEL-2
CCCCOC(=O)C(Cl)(Cl)Cl	93.9	115.4	98.2	109.7	101.6	103.4	106.4	119.0
O=C1NC(=O)C(=Cc2cn(CCCn3c4ccccc4c(=O)c4ccccc43)c3ccccc23)C(=O)N1	103.4	104.1	104.8	91.3	95.9	.	97.3	100.3
CN(C)c1ccc(CN2CCCN(Cc3ccc(N(C)C)cc3)P2(=O)N(CCCl)CCCl)cc1	96.3	100.5	103.5	99.5	106.3	92.9	99.7	101.0
Sc1cc(Cl)c(Cl)cc1Cl	96.8	112.0	105.0	104.9	110.8	95.1	117.4	118.7
CCOC(=O)c1c(C)n(Cc2ccccc2)c2cc(CN(C)C)c(O)cc12	79.5	80.2	81.8	81.3	80.3	58.4	82.5	92.1
CN(C)C(=O)CCl	108.7	97.5	105.3	91.3	94.6	99.6	87.3	114.3
COCCCCn1cc(C(=O)C2C(C)(C)C2(C)C)c2ccccc21	104.3	96.9	104.6	90.8	97.4	88.1	92.8	88.0
CC(=O)O[C@@H]1C2=C(C)C3(CC3)[C@@](C)(O)C(=O)C2=C[C@@]1(C)CO	6.1*	-28.8*	-34.7*	-48.6*	-85.0*	-69.8*	-86.1*	-42.2*
O=C1C(N2CC2)=C(N2CC2)C(=O)C(N2CC2)=C1N1CC1	6.5*	-51.8*	-44.1*	-82.4*	-74.7*	-84.6*	-76.7*	-24.2*
Sc1ccc(Cl)cc1	97.0	109.2	104.2	96.6	100.7	100.0	105.3	96.7
Cc1c([N+](=O)[O-])cc(S(=O)(=O)O)cc1[N+](=O)[O-]	109.7	110.3	113.7	116.9	106.3	105.7	112.5	114.6
COc1ccc(-n2c(=S)[nH]c3ccc(C)cc3c2=O)cc1	100.8	93.1	101.4	134.3	106.9	100.8	.	115.7
CC(=O)[O][Hg][c]1c(N)c(C)cc(C)c1F	84.7	-39.1*	31.0	5.8*	-60.5*	27.8	41.0	11.6
CN(C)C(=O)Oc1ccc(Br)cc1	100.3	103.9	95.0	103.7	104.3	112.6	98.8	.
O=C1C(Cl)=C(Cl)C(=O)C1(Cl)Cl	95.1	106.0	104.0	107.4	114.0	95.1	117.4	115.7
COC(=O)C12CC(=O)OC1(c1ccccc1[N+](=O)[O-])N2 (stereo unspecified)	108.6	105.5	98.7	94.0	97.6	94.8	100.1	97.0
CNc1ccccc1C(=O)O	100.5	117.1	98.0	104.2	99.5	105.3	101.0	101.3
C=CC[Se]C(=O)c1ccc(C(=O)[Se]CC=C)s1	1.4*	-70.8*	-78.4*	-90.0*	-82.8*	-22.8*	-70.8*	-65.6*
O=C1/C(=C/c2cn(Cc3ccccc3)c3ncccc23)N2CCC1CC2	85.6	98.5	86.4	102.1	101.9	81.3	97.4	97.8
Cc1ccc(S(=O)(=O)n2cc([C@@]3(O)C[C@H](CI)OC3=O)c3ccccc32)cc1	119.4	97.3	73.1	92.0	88.5	83.3	86.9	75.3
Oc1c(I)cc(I)cc1I	105.6	100.8	107.4	.	112.6	102.4	98.1	101.5
O=c1cc(N2CCNCC2)c2cc(F)ccc2[nH]1	105.8	107.6	103.8	99.1	100.5	94.9	99.1	106.9
O=C1c2ccccc2C(=O)N1[N+](=O)[O-]	95.4	112.5	100.8	104.9	110.0	96.1	104.1	104.2
CN1C(=O)C(C2CCCCC2)C(=O)N(C)C1=O	97.0	99.1	99.4	125.0	97.9	111.5	99.4	107.8
c1ccc2c(c1)ccc1n[se]nc12	105.4	107.0	121.0	98.0	96.8	99.3	105.7	100.2
SMILES	A549/ATCC	SK-MEL-28	UACC-257	M14	MDA-MB-435	UACC-62	SK-MEL-5	SK-MEL-2
O=S(=O)(Cl)c1ccccc1 (tested in a mixture with another compound)	102.4	102.6	97.1	102.1	114.6	106.5	99.2	.
O=C1CC(c2ccccc2)CO1 (stereo unspecified)	96.6	98.8	101.6	105.4	103.8	99.8	102.2	103.4
CCN(CC)C(=O)CCl	95.3	113.3	96.0	102.6	105.1	93.0	93.3	118.5
NP(=O)(Oc1ccccc1)c1ccccc1 (stereo unspecified)	103.2	120.0	107.8	105.4	108.2	100.2	110.3	109.2
N#Cc1nc(-c2ccccc2)oc1N1CCC(S(=O)(=O)F)CC1	102.2	103.6	107.4	106.5	98.8	98.1	96.3	119.7
O=C(O)c1ccccc1-c1c2cc(Br)c(=O)cc-2oc2[c]([Hg])c(O)c(Br)cc12	96.0&106.3	100.6&107.6	87.6&112.8	94.6&100.6	106.1&99.4	101.7	110.6&89.1	101.3&112.2
CN(C)CCS(=O)(=O)C(c1ccccc1)c1ccccc1	90.1	106.3	84.8	95.8	107.4	99.2	89.3	100.7
O=[N+]([O-])c1ccc(OCCOc2ccc(S(=O)(=O)F)cc2)c(Cl)c1	90.9	105.0	91.0	105.6	101.8	81.9	103.1	83.5
CN1CCCCC1C(C)(O)c1ccccc1 (stereo unspecified)	92.0	104.8	96.5	92.9	99.2	103.5	104.3	105.5
COC1=C(Cl)C(=O)c2ccccc2C1=O	100.0	111.2	90.1	89.7	105.4	90.1	94.6	104.7
CCCCNC(=O)OCC(C)(CCC)COC(N)=O (stereo unspecified)	103.8	111.2	84.5	109.4	110.6	101.2	118.7	117.8
CCOC1=C(N2CC2)C(=O)C(OCC)=C(N2CC2)C1=O	100.7	114.6	105.7	95.0	104.2	95.3	106.6	103.2
COC1=C[C@H]2[C@@H](C#N)CC3(C(=O)c4ccc(Br)cc4)C[C@H](C#N)[C@H](C1)N23 (stereo partly specified)	86.7	108.9	81.0	95.2	105.3	98.7	93.7	112.5
CSc1nc(Cl)cc(N2CC2)n1	102.1	121.4	106.8	113.9	116.1	97.9	104.7	120.1
CCCC(OC(C[N+](=O)[O-])C(Cl)(Cl)Cl)c1ccccc1 (stereo unspecified)	99.7	106.3	105.4	101.1	106.9	99.0	100.4	107.5
C[C@]12CC[C@H](O)CC1=CCC1C2CC[C@]2(C)C(=O)CC[C@@H]12 (stereo partly specified)	101.7	115.7	107.4	103.3	101.5	101.1	.	117.6
COC(=O)[C@]1(C)CCC[C@]2(C)c3c(cc(C(C)C)c4c3[C@@H]3[C@@H]5OO[C@@H](O5)[C@@H]3[C@H](C)N4C(=O)C(F)(F)F)CC[C@@H]12	55.2	102.2	47.9	86.9	103.1	81.8	95.1	82.7
N#CC1C(C#N)C2CCC1C1C2N1c1ccccc1 (stereo unspecified)	126.1	105.6	116.6	101.0	106.8	104.9	103.6	105.8
CCOc1ccc(C(O)CN(C)Cc2ccccc2)cc1Cl (stereo unspecified)	101.9	98.5	108.5	96.0	103.5	96.4	93.2	102.1
CC(=O)C(C)(C)C	98.1	101.2	94.4	105.6	110.0	110.9	97.4	.
CC1CN1P(=O)(Oc1ccc2ccccc2c1)N1CC1C (stereo unspecified)	100.1	110.9&108.8	103.5&99.8	116.4&111.5	109.3&103.5	119.6&98.7	101.9&98.2	107.8&118.6
C#Cc1ccc2c(c1)C(c1ccccc1F)=NCC(=O)N2C	47.9	63.8	67.1	16.9	10.2	31.3	29.9	19.4
N#C[Se]CCOC(=O)CCCCC1SCC2NC(=O)NC21 (stereo unspecified)	97.2	112.2	93.0	95.1	97.4	93.5	102.6	105.0
O=C([Se]C1C=CCCC1)c1ccc(C(=O)[Se]C2C=CCCC2)s1 (stereo unspecified)	-7.2*	-79.4*	-74.7*	-81.2*	-61.2*	-89.2*	-88.8*	-37.7*
CC(C)CCC(=O)O[C@H]1CC[C@H]2[C@@H]3CCC4=CC(=O)CC[C@]4(C)[C@H]3CC[C@]12C	96.0	99.8	.	98.9	96.6	.	96.5	115.2
SMILES	A549/ATCC	SK-MEL-28	UACC-257	M14	MDA-MB-435	UACC-62	SK-MEL-5	SK-MEL-2
Nc1nc(N)c(-c2ccc(Cl)cc2)c(COc2ccc(NC(=O)c3cccc(S(=O)(=O)F)c3)cc2)n1	94.3	100.3	95.9	107.0	84.7	93.5	91.9	108.2
CC1(C)N=C(N)N=C(N)N1c1ccc(CCNS(=O)(=O)c2ccc(S(=O)(=O)F)cc2)cc1	102.5	112.0	99.2	101.8	110.9	103.2	111.1	114.4
COc1cc[c]([Hg][Cl])cc1	94.8	20.7	65.5	17.0	34.3	12.5	30.5	39.9
CN[C@@H](C)[C@@H](O)c1ccccc1	102.3	111.5	101.5	102.6	96.6	104.9	105.0	.
O=[N+]([O-])c1ccccc1O	102.2	121.6	103.7	110.2	103.4	110.2	108.0	100.0
COc1cccc(/C=C/[N+](=O)[O-])c1	61.2	50.2	83.1	12.3	-25.3*	92.6	80.6	97.4
O=C(/C=C/c1ccccc1)NCCc1cnc[nH]1	101.3	117.3	99.3	111.5	95.1	112.8	101.9	88.3
CCOC(=O)C(C(C)=O)c1ccccc1 (stereo unspecified)	100.4	104.6	100.8	107.6	95.9	103.9	113.6	87.6

Compound activity from PubChem BioAssay.
